# Assay outcomes: PubChem, several laboratories
# PriA SSB inh – inhibitors of Klebsiella pneumoniae PriA binding to SSB C-terminal tail. hit rate 0.6% among 430,000. AlphaScreen SSBct-PriA binding, biotinylated peptide. inhibition, % at 33 µM; in the data active = inhibition mostly above about 37%, no sharp cut-off; inactive = mostly below about 20%;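 also: plate controls were negative control peptide for no effect and reference peptide for full effect; strong numbers were not always called active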
# Vc quorum ag – inducers of Vibrio cholerae quorum light production without autoinducers; V. cholerae BH1578 lux reporter, luminescence, 6 h; activation, % at 18.7 µM; hit rate 0.16% among 350,000; AID 588436; in the data active = activation mostly above about 9.7%, no sharp cut-off; also: not every result past the cut was called active; inactives centre near 0; reference of the scale not given here
# PfHsp40 yeast – rescue of PfHsp40-mediated yeast toxicity. S. cerevisiae expressing PfHsp40, growth rescue, ATP luminescence. growth rescue, % at 12.5 µM. hit rate 0.68% among 340,000; in the data active = growth rescue above about 28%, passing the limit was not always enough;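 also: yeast W303a lacking pdr1 and pdr3 grown in galactose medium; growth measured after three days at 30 °C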
# Y pestis TopoI – blocks Yersinia pestis topoisomerase I activity; Y. pestis Topo-I cleavage product accumulation, plate reader; hit rate 0.064% among 360,000; activity, % at 10 µM; AID 504884; in the data active = activity above about 50%, passing the limit was not always enough; also: inactives centre near 2
# 3CLpro inhibitor – SARS-CoV 3CLpro protease inhibition | P0C6X7 | hit rate 0.14% among 290,000 | inhibition, % at 6 µM | recombinant SARS-CoV 3CLpro, quenched FRET peptide cleavage; in the data active = inhibition above about 12%
# Anthrax LF prot – anthrax lethal factor protease inhibition | P15917 | multiplex microsphere protease cleavage assay, LF | inhibition, % at 10 µM | hit rate 0.12% among 360,000 | AID 588501; also: plate controls were buffer without enzyme for full effect and enzyme alone for no effect
# Target sequence (P15917 whole entry, looked up): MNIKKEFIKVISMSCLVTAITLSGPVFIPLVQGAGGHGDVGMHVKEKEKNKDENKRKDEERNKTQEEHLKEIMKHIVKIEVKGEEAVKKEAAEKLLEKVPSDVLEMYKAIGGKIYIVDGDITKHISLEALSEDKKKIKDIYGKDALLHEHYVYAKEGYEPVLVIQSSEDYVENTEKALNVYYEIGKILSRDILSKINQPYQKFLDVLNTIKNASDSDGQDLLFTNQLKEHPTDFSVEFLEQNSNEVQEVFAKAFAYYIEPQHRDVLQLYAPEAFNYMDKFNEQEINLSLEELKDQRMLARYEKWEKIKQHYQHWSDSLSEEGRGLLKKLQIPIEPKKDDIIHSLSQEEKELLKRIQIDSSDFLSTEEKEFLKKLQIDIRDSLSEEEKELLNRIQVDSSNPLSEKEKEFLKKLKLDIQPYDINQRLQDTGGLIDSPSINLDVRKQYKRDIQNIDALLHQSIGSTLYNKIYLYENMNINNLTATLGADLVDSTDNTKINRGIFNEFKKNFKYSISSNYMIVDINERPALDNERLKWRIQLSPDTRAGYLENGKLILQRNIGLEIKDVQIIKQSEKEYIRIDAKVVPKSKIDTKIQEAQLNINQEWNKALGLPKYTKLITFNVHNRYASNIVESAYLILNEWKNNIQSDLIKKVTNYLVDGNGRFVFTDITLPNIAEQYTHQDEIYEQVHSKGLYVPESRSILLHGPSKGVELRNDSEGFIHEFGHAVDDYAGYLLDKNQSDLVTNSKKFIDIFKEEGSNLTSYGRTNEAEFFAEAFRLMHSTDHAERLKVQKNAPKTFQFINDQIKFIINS
# TcdB GH inh – blocks C. difficile toxin B glycohydrolase activity; TcdB glycohydrolase enzymatic assay, plate reader; inhibition, % at 9.99 µM; hit rate 0.24% among 350,000; AID 652162; P18177; in the data active = inhibition above about 10%
# PrPC surface inh – reduces human prion protein on the cell surface | P04156 | hit rate 0.43% among 370,000 | inhibition, % at 13.8 µM | cell surface PrPC, TR-FRET read-out; in the data active = inhibition above about 24%; also: 0% = median of the test wells and 100% = reference compound wells
# BoNT-A LC inh2 – BoNT A light chain protease inhibition; hit rate 0.17% among 360,000; inhibition, % at 10 µM; multiplex microsphere protease substrate cleavage, flow cytometry; AID 588499; also: plate controls were buffer without enzyme for full effect and enzyme alone for no effect
# Active calls of the source: *; i = inactive; / = not tested or not shown; & = joins results of further samples. Rule as the data show it, unless noted: active = inhibition above about 30%; inconclusive = no clear call, values can overlap the other calls; inactive = below that. Not all compounds are listed. The share of hits here may be higher or lower than overall.
1: CSc1nnc(Cc2cc(=O)[nH]c(=O)[nH]2)n1-c1cccc(C)c1
2: Cc1cc(-c2cc(C(=O)O)c3ccccc3n2)c(C)s1
3: Cc1ccsc1CN(C)C(=O)c1ccc(Oc2ccccc2)cc1
4: CC(CC(=O)O)CC(=O)Nc1ccc(S(N)(=O)=O)cc1 (stereo not given)
5: COc1ccccc1NC(=S)N(Cc1ccc(C)cc1)Cc1cccnc1
assay / entry,1,2,3,4,5
PriA SSB inh,-23,-1,-25,-17,2
Vc quorum ag,-0.6,-0.3,-0.2,/,0.1
PfHsp40 yeast,-0.4,0.6,8.8,0.9,0.5
Y pestis TopoI,-7,-2,11,-6,2
3CLpro inhibitor,4,5,0,5,0
Anthrax LF prot,-3,4,0,-2,3
TcdB GH inh,/,1.1,1.7,0.6,0.4
PrPC surface inh,5,3,-5,3,0
BoNT-A LC inh2,0.0,-0.4,4.6,-0.2,0.3

6: C=CCNCC(=O)N1N=C(c2ccc3ccccc3c2)CC1c1ccc(OC)cc1 (stereo not given)
7: CC(C)CNC(=O)C1(C)CCCN1C(=O)c1ccc2ccccc2n1 (stereo not given)
8: CC1CC1C(=O)Nc1cc(C(F)(F)F)ccc1N1CCOCC1 (stereo not given)
9: COc1ccc(NC(=O)N(C)C[C@@H]2OCc3cn(nn3)CCCC(=O)N([C@@H](C)CO)C[C@H]2C)cc1
10: O=C(NCCCC(=O)N1CCOCC1)c1cccnc1
assay / entry,6,7,8,9,10
PriA SSB inh,19,/,-5,/,-11
Vc quorum ag,-0.1,4.5,0.0,i,-0.5
PfHsp40 yeast,0.3,/,-1.9,/,-0.1
Y pestis TopoI,17,17,5,1,-3
3CLpro inhibitor,-1,/,-5,/,0
Anthrax LF prot,-5,6,-4,-3,-3
TcdB GH inh,1.3,0.4,-0.9,-4.7,/
PrPC surface inh,-7,-3,-1,/,-3
BoNT-A LC inh2,0.8,-0.2,-1.5,0.0,-0.2

11: COc1ccc(C)cc1N(CC(=O)N1CCCCCC1)S(C)(=O)=O
12: O=C(NCc1n[nH]c(=S)n1-c1ccc(Br)cc1)c1ccc(S(=O)(=O)N2CCOCC2)cc1
13: O=C1NN(c2ccccc2)C(=O)/C1=C/c1ccc(-c2ccc(Cl)c(C(=O)O)c2)o1
14: Cc1cc(C(=O)OCC(=O)N2CCN(C(=O)c3ccco3)CC2)c(C)n1-c1ccc(F)cc1
15: C/C=C/c1ccc2c(c1)O[C@@H](CN(C)C(=O)c1ccc(F)cc1)[C@@H](C)CN([C@H](C)CO)S2(=O)=O
assay / entry,11,12,13,14,15
PriA SSB inh,-6,-4,-17,-23,/
Vc quorum ag,i,-0.4,-0.2,-5.6,i
PfHsp40 yeast,0.1,-0.3,-0.1,0.6,/
Y pestis TopoI,4,-8,-11,23,2
3CLpro inhibitor,-4,1,3,-4,/
Anthrax LF prot,-12,1,-3,2,-2
TcdB GH inh,0.1,1.0,3.1,/,1.0&-0.4&0.7
PrPC surface inh,2,-4,-2,-2,0
BoNT-A LC inh2,-4.6,0.2,-0.1,0.4,0.1

16: N#CCSc1ccccc1NC(=O)COC(=O)CCN1C(=O)C2CC=CCC2C1=O (stereo not given)
17: C=CCN(CC=C)C(=O)Nc1ccc2nc(C)sc2c1
18: CCSCc1nnc(SCC(=O)Nc2ccc(OC)cc2)n1C
19: CCc1ccc(C2=NN(CCC(=O)NC(C)c3ccc4c(c3)OCCO4)C(=O)CC2)cc1 (stereo not given)
20: CCCCOC(=O)Nc1nc(C)c(C(=O)OCC)s1
assay / entry,16,17,18,19,20
PriA SSB inh,-15,-1,5,2,2
Vc quorum ag,2.6,-0.3,-0.7,0.5,-0.3
PfHsp40 yeast,0.1,-2.5,-0.8,-0.8,0.2
Y pestis TopoI,-2,-4,1,-2,-5
3CLpro inhibitor,/,3,0,-2,-3
Anthrax LF prot,2,0,2,16,3
TcdB GH inh,0.7,0.6,0.3,3.5,/
PrPC surface inh,6,3,0,8,1
BoNT-A LC inh2,1.3,-0.6,0.4,0.0,-0.6

21: CCn1c(=O)c2cc(C(=O)NCCOC)sc2c2ccccc21
22: CCc1ccc2nc(N3CCN(C(=O)C(C)(C)C)CC3)sc2c1
23: Cc1ccc(NC(=O)CN(C)C(=O)CSc2ccc3c(c2)OCCO3)cc1
24: Cc1cc(C)n2nc(S(=O)(=O)N(C)c3ccccc3)nc2n1
25: O=C(CSc1nc2c(c(=O)n1-c1ccc(Br)cc1)SCC2)Nc1nccs1
assay / entry,21,22,23,24,25
PriA SSB inh,-4,-2,-8,-6,-8
Vc quorum ag,0.5,3.1,-0.6,-0.2,-0.4
PfHsp40 yeast,-0.5,1.4,0.5,0.0,-0.6
Y pestis TopoI,3,-10,10,7,-3
3CLpro inhibitor,-6,-1,/,-4,-6
Anthrax LF prot,-3,-5,-3,-6,2
TcdB GH inh,-0.5,2.1,0.9,-0.2,/
PrPC surface inh,2,11,7,-5,-4
BoNT-A LC inh2,2.8,-1.0,-0.2,-1.5,0.7

# Not a retest: an excerpt of the list.
18: CCSCc1nnc(SCC(=O)Nc2ccc(OC)cc2)n1C
19: CCc1ccc(C2=NN(CCC(=O)NC(C)c3ccc4c(c3)OCCO4)C(=O)CC2)cc1 (stereo not given)
20: CCCCOC(=O)Nc1nc(C)c(C(=O)OCC)s1
21: CCn1c(=O)c2cc(C(=O)NCCOC)sc2c2ccccc21
22: CCc1ccc2nc(N3CCN(C(=O)C(C)(C)C)CC3)sc2c1
assay / entry,18,19,20,21,22
PriA SSB inh,5,2,2,-4,-2
Vc quorum ag,-0.7,0.5,-0.3,0.5,3.1
PfHsp40 yeast,-0.8,-0.8,0.2,-0.5,1.4
Y pestis TopoI,1,-2,-5,3,-10
3CLpro inhibitor,0,-2,-3,-6,-1
Anthrax LF prot,2,16,3,-3,-5
TcdB GH inh,0.3,3.5,/,-0.5,2.1
PrPC surface inh,0,8,1,2,11
BoNT-A LC inh2,0.4,0.0,-0.6,2.8,-1.0

# Following part
26: COc1cc2[nH]c(=O)n(CCC(=O)NCCC(C)C)c(=O)c2cc1OC
27: Brc1cccc(OCCOCCn2ccnc2)c1
28: O=C(COC(=O)[C@H](Cc1ccccc1)NC(=O)c1ccco1)Nc1ccccc1
29: COC(=O)C1=NNC(C(=O)c2ccco2)C1c1ccc(OC)cc1 (stereo not given)
30: O=C(c1ccco1)N1CCN(C(=S)NC2CC3CCC2C3)CC1 (stereo not given)
assay / entry,26,27,28,29,30
PriA SSB inh,-20,-18,-1,-1,-9
Vc quorum ag,i,-2.0,i,-1.4,i
PfHsp40 yeast,-0.1,-1.6,0.4,-1.0,-1.0
Y pestis TopoI,4,2,6,1,3
3CLpro inhibitor,-2,1,/,1,0
Anthrax LF prot,0,-2,-3,0,2
TcdB GH inh,/,/,0.6,1.1,-0.4
PrPC surface inh,4,1,8,0,-2
BoNT-A LC inh2,0.0,1.1,-0.2,-1.4,-0.4

31: CN1OC(CC(=O)O)N(c2ccc(Cl)cc2)C1=O (stereo not given)
32: COc1ccc(CCNC(=O)CCc2cn(C)c3ccccc23)c(OC)c1OC
33: CSc1nc(C)c(C(=O)Nc2ccccc2)c(-c2ccco2)c1C#N
34: O=C(Nc1ccc(F)cc1)N1CCN(CCc2ccccc2)CC1
35: CCc1ccc(CN2CCC(N3CCC(C(=O)N4CCCC4)CC3)CC2)o1
assay / entry,31,32,33,34,35
PriA SSB inh,-7,5,-21,7,-7
Vc quorum ag,7.7,-0.4,-0.1,i,-3.1
PfHsp40 yeast,-0.8,-0.6,1.8,0.5,0.6
Y pestis TopoI,0,21,14,2,2
3CLpro inhibitor,6,1,4,2,2
Anthrax LF prot,0,4,-2,-2,-2
TcdB GH inh,/,1.0,1.7,1.7,0.2
PrPC surface inh,6,1,9,-4,-7
BoNT-A LC inh2,-0.1,-8.6,0.1,0.3,-1.3

36: O=C(CSc1nncs1)NC(=O)NC1CCCC1
37: COc1ccc(-c2noc(CN(C)Cc3ccc(C)o3)n2)cc1
38: O=C(O)C1CC=CCC1C(=O)NCCCN1CCCC1=O (stereo not given)
39: CC(C)CCCCCCCCCCCCC(=O)NCC(=O)NC1C(O)C(O)C(Nc2ncnc3nc[nH]c23)OC1C(O)CO (stereo not given)
40: CCc1nnc(NC(=O)CN2C(=O)/C(=C/c3cc(OC)c(OC)c(OC)c3)SC2=S)s1
assay / entry,36,37,38,39,40
PriA SSB inh,-14,-5,-15,-9,15
Vc quorum ag,-0.4,-0.6,-0.2,i,i
PfHsp40 yeast,-0.3,-0.7,-1.1,-1.8,-0.5
Y pestis TopoI,6,-3,16,-2,1
3CLpro inhibitor,4,1,-1,/,6
Anthrax LF prot,-2,-5,-2,3,4
TcdB GH inh,1.2,1.5,2.4,/,0.6
PrPC surface inh,3,3,7,/,4
BoNT-A LC inh2,0.1,0.7,-0.9,0.2,2.2

41: COc1cccc(C(=O)Cn2c(N3CCCCC3)nc3c2c(=O)n(C)c(=O)n3C)c1
42: COc1ccc(NC(=O)N2CCCC2C(=O)Nc2ccccc2)cc1 (stereo not given)
43: C#CCOC(=O)/C(=C/c1ccc(F)cc1)NC(C)=O
44: COc1ccc(NC(=O)C2CCCN2C(=O)NCc2ccccc2)c(OC)c1 (stereo not given)
45: CCN1CCN(c2ccc(S(=O)(=O)N3CCOCC3)cc2NC(=O)c2ccc(OCC(C)C)cc2)CC1
assay / entry,41,42,43,44,45
PriA SSB inh,-8,-6,-2,-14,2
Vc quorum ag,i,-33,i,-0.3,-2.7
PfHsp40 yeast,-1.2,-0.2,-0.4,-0.4,-0.1
Y pestis TopoI,9,-2,6,-7,3
3CLpro inhibitor,2,3,6,-1,/
Anthrax LF prot,-3,0,1,-15,-9
TcdB GH inh,/,/,/,/,3.1
PrPC surface inh,-4,5,4,5,-2
BoNT-A LC inh2,2.9,0.3,-0.2,0.6,0.0

# Structural class, the compounds so far with an aryl thioether with sulfur outside any ring
1: CSc1nnc(Cc2cc(=O)[nH]c(=O)[nH]2)n1-c1cccc(C)c1
16: N#CCSc1ccccc1NC(=O)COC(=O)CCN1C(=O)C2CC=CCC2C1=O (stereo not given)
18: CCSCc1nnc(SCC(=O)Nc2ccc(OC)cc2)n1C
23: Cc1ccc(NC(=O)CN(C)C(=O)CSc2ccc3c(c2)OCCO3)cc1
25: O=C(CSc1nc2c(c(=O)n1-c1ccc(Br)cc1)SCC2)Nc1nccs1
33: CSc1nc(C)c(C(=O)Nc2ccccc2)c(-c2ccco2)c1C#N
36: O=C(CSc1nncs1)NC(=O)NC1CCCC1
assay / entry,1,16,18,23,25,33,36
PriA SSB inh,-23,-15,5,-8,-8,-21,-14
Vc quorum ag,-0.6,2.6,-0.7,-0.6,-0.4,-0.1,-0.4
PfHsp40 yeast,-0.4,0.1,-0.8,0.5,-0.6,1.8,-0.3
Y pestis TopoI,-7,-2,1,10,-3,14,6
3CLpro inhibitor,4,/,0,/,-6,4,4
Anthrax LF prot,-3,2,2,-3,2,-2,-2
TcdB GH inh,/,0.7,0.3,0.9,/,1.7,1.2
PrPC surface inh,5,6,0,7,-4,9,3
BoNT-A LC inh2,0.0,1.3,0.4,-0.2,0.7,0.1,0.1
